Screening results (PubChem)
GLD-1 RNA inh – GLD-1/TGE RNA complex disruptors, primary screen, biochemical, fluorescence polarization. Female germline-specific tumor suppressor gld-1 (Caenorhabditis elegans), Q17339. purified GLD-1 + fluorescein TGE RNA. inhibition, % at 5.96 µM. 320,000 compounds, 0.44% hits. AID 2280, 2010;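 active means percent inhibition above a per-plate cutoff, the plate mean of test compounds plus 3 SD, cut at about 30% in these data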;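 further: 0% = DMSO wells with GLD-1 and probe and 100% = wells lacking GLD-1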
Target sequence (Q17339 whole entry, looked up): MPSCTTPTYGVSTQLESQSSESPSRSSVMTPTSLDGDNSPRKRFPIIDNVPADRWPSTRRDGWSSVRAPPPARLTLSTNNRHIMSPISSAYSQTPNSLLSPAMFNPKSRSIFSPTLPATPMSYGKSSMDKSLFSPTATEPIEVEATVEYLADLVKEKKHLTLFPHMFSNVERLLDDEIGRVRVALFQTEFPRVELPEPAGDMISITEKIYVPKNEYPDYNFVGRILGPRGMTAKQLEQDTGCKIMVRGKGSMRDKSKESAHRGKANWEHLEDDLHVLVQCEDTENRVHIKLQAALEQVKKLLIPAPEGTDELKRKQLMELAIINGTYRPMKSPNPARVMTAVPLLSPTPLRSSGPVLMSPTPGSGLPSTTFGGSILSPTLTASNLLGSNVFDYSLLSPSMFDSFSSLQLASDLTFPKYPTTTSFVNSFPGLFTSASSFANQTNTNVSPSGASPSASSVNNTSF
GRK2 aptamer HTS – compounds blocking aptamer binding on GRK2 – biochemical, human GRK2, bead flow cytometry, HTS, primary screen. Beta-adrenergic receptor kinase 1 (Homo sapiens), P25098. FAM-aptamer displacement from GRK2. inhibition of aptamer binding, % at 10 µM. 330,000 compounds, 0.59% hits. AID 488847, 2010;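 active means inhibition of aptamer binding above 40%, roughly 3 SD of noise, on plates passing a quality check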;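 further: median bead fluorescence of bound FAM aptamer so fluorescent compounds give negative values; no value below 0 was filed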
CR mimetic SO – reduction of superoxide in aged yeast, primary screen, HTS. S. cerevisiae aged cells, superoxide DHE fluorescence; stronger effect = lower value. superoxide response (% of plate mean), % at 10 µM. 330,000 compounds, 0.18% hits. AID 2690, 2010;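 active means superoxide response under a set limit, about three screen SD below normal, cut at about 65% in these data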;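 further: yeast aged for seven days with compound at 30 °C before DHE staining; 100% = average MFI of all compound-treated wells on the plate with controls excluded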
MCL1-BIM inh – inhibitors of MCL1 binding to BIM-BH3, primary screen, biochemical, fluorescence polarization | 320,000 compounds, 0.68% hits | Induced myeloid leukemia cell differentiation protein Mcl-1 (Homo sapiens), Q07820 | GST-MCL1 / FITC-Bim-BH3 fluorescence polarization | AID 2057, 2009 | inhibition, % at 10.9 µM;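 active means inhibition above the mean inhibition of all tested compounds plus 3 SD, set per campaign, cut at about 40% in these data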;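 further: 0% = DMSO wells and 100% = unlabeled Bim-BH3 peptide control; higher means more loss of mP so more displacement of Bim peptide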
Target sequence (Q07820 whole entry, looked up): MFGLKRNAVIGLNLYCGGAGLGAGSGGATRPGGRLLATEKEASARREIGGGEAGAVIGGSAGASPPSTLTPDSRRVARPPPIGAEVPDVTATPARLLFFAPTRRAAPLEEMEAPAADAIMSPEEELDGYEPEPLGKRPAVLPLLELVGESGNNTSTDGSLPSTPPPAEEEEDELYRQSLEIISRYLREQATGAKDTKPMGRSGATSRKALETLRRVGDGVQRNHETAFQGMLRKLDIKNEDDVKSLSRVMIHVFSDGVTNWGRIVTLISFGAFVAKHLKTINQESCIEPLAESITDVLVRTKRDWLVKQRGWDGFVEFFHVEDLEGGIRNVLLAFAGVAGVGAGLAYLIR
BCLXL inh – inhibitors of human Bcl-xL, primary screen, biochemical, fluorescence polarization, HTS | GST-Bcl-xL / FITC-Bim BH3 peptide fluorescence polarization | inhibition, % at 10.9 µM | 320,000 compounds, 0.7% hits;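 active means inhibition above the mean of all tested compounds plus 3 SD, cutoff set per campaign, cut at about 30% in these data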;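 further: 0% = DMSO wells and 100% = unlabeled Bim-BH3 peptide competitor; inhibitors lower millipolarization by displacing the labeled peptide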
VLA-4 inh – inhibition in human VLA-4 binding assay, primary screen, VLA-4 allosteric modulator project, MLPCN library, flow cytometry, VLA-4 expressing cells. 330,000 compounds, 0.2% hits. ligand binding flow cytometry. AID 2557, 2010. inhibition, % (about 7 µM as worked out from the volumes in the protocol). Integrin alpha-4 (Homo sapiens), P13612; in the data active means inhibition above about 50%
AGP1-GFP MLPCN – modulators of AGP1-GFP expression in yeast TOR pathway, primary screen, cell-based, multiplex flow cytometry, S. cerevisiae, MLPCN library; 3 h; GFP as percent of DMSO wells; GFP response vs DMSO, % at 10 µM; 320,000 compounds, 0.02% hits; AID 2066, 2009;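 active means GFP response relative to DMSO above a set limit, near screen average plus 3 SD, cut at about 150% in these data; inconclusive means fewer than 70 cells counted for the yeast strain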;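 further: median GFP channel fluorescence of the gated AGP1 strain per well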
MEX-5 binding – MEX-5 zinc finger RNA-binding disruptors – biochemical, C. elegans, fluorescence polarization, MLPCN library, primary screen | activity score (negative = inhibition of binding), % at 10 µM | Zinc finger protein mex-5 (Caenorhabditis elegans), Q9XUB2 | MEX-5/FITC-TCR2 RNA binding; stronger effect = lower value | AID 1832, 2009 | 300,000 compounds, 0.38% hits;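 active means inhibition past about -25% in most replicates, and total fluorescence under double the plate's negative control median, limit read from the data; inconclusive means replicates evenly split on the limit, or fluorescence at least double controls; inactive means too little inhibition in most replicates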;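 further: 0% = DMSO and -100% = 5 µM competing unlabeled TCR2 RNA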
CIT2 TOR yeast – modulators of CIT2-GFP expression in yeast, primary screen, S. cerevisiae, GFP fusion, multiplex flow cytometry, MLPCN library. GFP response vs DMSO, % at 10 µM. 320,000 compounds, 0.065% hits. AID 2029, 2009. S. cerevisiae CIT2-GFP strain, 3 h; 100 means same as DMSO wells;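 active means GFP response relative to DMSO above a set limit, near the screen mean plus 3 SD, cut at about 150% in these data; inconclusive means Fewer than 70 cells measured for a yeast strain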;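 further: ratio of well median GFP fluorescence to mean of DMSO wells on the plate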
* = called active by the depositor; ? = inconclusive; / = not tested or not shown; [ ] = remark or other dose.

canonical_smiles,GLD-1 RNA inh,GRK2 aptamer HTS,CR mimetic SO,MCL1-BIM inh,BCLXL inh,VLA-4 inh,AGP1-GFP MLPCN,MEX-5 binding,CIT2 TOR yeast
COc1ccc(C2=NN(Cc3c(F)cccc3Cl)C(=O)CC2)cc1,4,0,116,4,1,-3,103,-1.9,70
COc1ccc2c(c1)c1ccccc1n2C,-2,11,99,7,10,43,101,0.3,100
COc1cc(CC(=O)Nc2ccc3nc(C)sc3c2)cc(OC)c1OC,8,2,99,-3,1,-2,97,1.6,100
Cc1cccc(N2CCN(S(=O)(=O)c3c(C)noc3/C=C/N(C)C)CC2)c1C,-11,2,100,-28,-19,23,99,2.3,93
Nc1nnc(SCc2cccnc2)s1,-3,3,69,1,0,11,98,3.1,101
C[C@H](CO)N1C[C@H](C)[C@@H](CN(C)C(=O)Nc2ccc(C(F)(F)F)cc2)Oc2c(NC(=O)c3ccncc3)cccc2C1=O,2,0,101,/,/,26,96,/,98
Cc1cc(=O)c(C(=O)O)cn1Nc1ccc(Cl)cc1,0,2,102,1,-1,13,93,0.0,92
COc1cccc(-c2[nH]nc3c2C(c2ccsc2)C(C#N)=C(N)O3)c1 (centres undefined),-3,4,82,26,28,24,102,-3.0,107
COC1OC(CO)C(O)C(O)C1O (centres undefined),1,0,117,-2,-5,42,100,-1.1,98
O=C(Oc1ccc(Cl)c2ccccc12)N1CCCCC1,-5,99*,98,0,2,1,100,-2.5,98
O=C(Nc1cccc([N+](=O)[O-])c1)c1ccc2c(c1)C(=O)N(c1ccccn1)C2=O,-1,0,81,5,4,-2,102,0.7,101
CCCCC1=CC2=CC(=O)C(C)(OC(=O)CC)C(=O)C2=CN1c1ccc(OC)cc1 (centres undefined),12,1,98,4,10,27,75,-2.6,64
CCc1nnc(NC(=O)CSc2nc(-c3ccccc3)cc(-c3ccc(F)cc3)c2C#N)s1,2,4,99,-6,-4,5,97,-0.5,100
COC(=O)C1=C(O)/C(=C\c2ccc(CNC(=O)C(=O)Nc3ccc(C)cc3)o2)N=C1C,5,0,102,19,17,15,104,-2.2,107
O=C(NCc1nnc(SCC(=O)N2CCCCCC2)o1)c1ccc(F)cc1,-6,1,91,-1,-5,2,111,-0.1,104
O=C(CCCNC(=O)c1ccc(Cl)cc1)Nc1ccccc1C(F)(F)F,-7,0,111,-8,0,14,101,2.5,98
COc1ccc(-c2nc3ccccc3c(=O)n2CCOc2ccccc2C)cc1,4,0,92,6,0,3,99,1.0,104
CC(C)(C)C(=O)c1cnc(Nc2ccccc2Cl)s1,8,5,87,2,4,-4,98,-0.8,96
COc1ccc2ccc3c(c2c1)N=C[C@]1(O3)N(C)c2ccccc2C1(C)C,5,4,107,57*,40*,5,102,2.2,106
COCCn1ccc2c(OCC(=O)NCc3ccc(C)cc3)cccc2c1=O,7,0,100,2,4,4,105,-1.3,103
Cc1ccc(S(=O)(=O)NC(=O)c2ccc(-c3ccc(C)c4ccccc34)o2)cc1,8,0,94,26,7,23,82,-0.4,97
CC1CCCCN1CC(O)COCc1ccc(Cl)cc1 (centres undefined),1,2,98,-5,-6,21,?,-2.9,?
Cc1cccnc1CCNC(=O)C1CCC(=O)N(Cc2cccc(F)c2)C1 (centres undefined),-4,0,99,2,3,-9,103[may fluoresce green],2.0,99[may fluoresce green]
CCCSc1nc2sc3c(c2c(=O)[nH]1)CC(C)(CC)OC3 (centres undefined),-4,0,99,8,4,2,95,-0.3,93
NC(=O)C1CCN(C(=S)c2ccc(-c3ccc(Br)cc3)o2)CC1,9,0,119,5,-2,-4,105,1.3,94
CCN(CC)CCNC(=O)CS(=O)Cc1nc(-c2ccc(Cl)cc2)oc1C (centres undefined),1,0,99,6,7,12,102,0.8,97
O=C(C[n+]1ccccc1)Nc1ccccc1,7,1,103,1,3,17,116,2.2,102
CCC(NC(=S)NC1CCCCC1)c1ccccc1 (centres undefined),/,2,87,/,/,2,94,1.6,86
CCOC(CCn1c(SCc2cccc([N+](=O)[O-])c2)nc2ccccc2c1=O)OCC,7,2,74,5,3,-19,87,-1.3,101
CCNC(=O)NC(=O)COC(=O)CCCSc1nc2ccccc2[nH]1,7,0,92,-7,-6,19,119,-0.9,97
COc1ccc(/C=C/C(=O)Nc2cc(C(F)(F)F)ccc2Cl)cc1,-1,0,90,2,3,10,97,-2.1,100
Cc1cc(NC(=O)CSc2nc(CC(C)(C)C)nc3c2c(=O)n(C)c(=O)n3C)no1,-1,4,103,1,1,5,94,0.1,91
O=C1OC(/C(=C\Nc2ccccc2)[N+](=O)[O-])c2ccccc21 (centres undefined),-1,2,81,-3,5,2,100,-1.6,93
Cc1ccc(S(=O)(=O)N(C)c2ccc(C(=O)NCC(c3ccco3)N(C)C)cc2)cc1 (centres undefined),1,0,80,1,3,9,100,/,96
CC(C)NC(=O)c1onc(CSc2ccccc2F)c1C(=O)O,0,/,/,-4,4,/,/,2.2,/
CC(C)c1ccc(NC(=O)COC(=O)/C=C/c2cccc(Br)c2)cc1,-1,0,95,8,6,-7,104,-1.9,104
O=C(COc1ncnc2sccc12)N1CCN(C(=O)c2ccco2)CC1,5,8,98,12,-6,8,96,0.5,101
C=CCNc1ccc(N2C(=O)C3CCC(C)CC3C2=O)cc1[N+](=O)[O-] (centres undefined),4,2,93,7,5,3,101,-1.7,113
COc1cc2ncnc(NCc3ccccc3Cl)c2cc1OC,7,0,95,4,4,-1,90,-2.5,87
CCOc1cc(CNCCO)cc(Br)c1OCc1ccc(Cl)cc1Cl,5,8,107,4,3,33,103,-0.4,108
Cc1ccc(C(NC(=O)N2CCCC2)C(Cl)Cl)cc1F (centres undefined),5,3,106,8,2,-17,101,0.4,105
Cc1ccc(C)c(NC(=O)c2ccc(S(=O)(=O)N(C)CC3CCCO3)cc2)c1 (centres undefined),0,4,88,-6,2,18,109,0.7,101
N#C/C(=C\c1ccc(O)c(O)c1)C(=O)c1ccc(O)c(O)c1,8,54*,111,16,1,-12,82,/,74
Cc1cc(C)nc(N2CCCC(C(=O)Nc3nnc(C(C)(C)C)s3)C2)n1 (centres undefined),2,1,80,-2,7,1,85,1.8,97
Cc1ccc2nc(SCC(=O)Nc3cc(C)on3)[nH]c2c1,-5,5,82,11,5,9,102,-0.6,107
COc1ccc(C(=O)NC(=S)NC2CCCCC2)cc1,-3,0,95,14,3,-27,90,0.7,83
Cc1cc2c(NCC(C)O)ncnc2s1 (centres undefined),3,1,92,3,3,10,93,-0.8,94
COC(=O)c1cn[nH]c1NC(=S)Nc1ccccc1C,7,3,91,12,8,0,/,-0.7,107
O=c1oc(-c2ccc(Br)o2)nc2ccccc12,8,2,154,98*,5,12,93,-1.1,86
CN(CCOc1ccc(Cl)cc1)c1ccc(S(=O)(=O)N2CCCCC2)cn1,6,0,109,-4,2,0,101,/,83
CCc1ccccc1NC(=O)NNS(=O)(=O)c1cc(C)ccc1C,6,0,98,-1,3,-17,90,1.9,93
Cc1nn(CC(=O)Nc2cccc(Cl)c2)c(=O)c2cc(-c3ccccc3)nn12,7,0,120,5,2,-15,93,2.6,99
CN(Cc1ccccc1)C(=O)CC(=O)N(C)Cc1ccccc1,8,2,106,-2,-1,3,90,-1.7,102
O=S(=O)(c1ccc(Cl)cc1)N1CCN(c2ncnc3sccc23)CC1,-10,0,143,/,/,-10,91,/,81
N/C(=N\OC(=O)Cc1ccc(Cl)cc1)c1ccncc1,0,3,107,0,2,2,106,2.8,95
COc1ccc(CSc2nncn2C)cc1F,9,0,122,7,-3,13,100,-0.1,99
Cc1ccc2c(c1)C(=O)CCN2,5,0,95,12,15,11,110,-0.7,109
CCC1=[N+]([O-])C(C)(/C(C)=N\O)N(O)C1(C)C (centres undefined),0,3,98,1,-1,12,91,-1.4,89
CC(=O)Nc1ccc(S(C)(=O)=O)c(C)c1,-13,0,110,4,5,13,96,-2.7,98
Cc1cc(Cl)cc(Br)c1OCCCNCC(C)O (centres undefined),6,0,89,8,8,8,97,0.4,90
CCc1ccccc1NNC(=O)c1cc(C)on1,-1,6,110,-8,8,6,99,-0.7,106
CCc1cc(-c2n[nH]c(C)c2-c2nc3ccccc3s2)c(O)cc1OCC(=O)NN,8,0,112,-9,3,14,94,-0.4,93
Cc1c(O)ccc(C(=O)CN2CCN(c3ccc(F)cc3)CC2)c1O,7,3,94,2,8,12,?,-5.3,78
